Tau FP inhib: inhibitors of human tau fibril formation; P10636; K18 P301L tau heparin fibrillization, Alexa594 FP, 6 h; Potency, µM (titrated, usually from 57.7 µM), without a hit: top-dose activity, negative = inhibition, most hits filed as inhibitors; 0.39% of 280,000 active; also: % is scaled to controls: 0 for no effect and ±100 for the full control effect; nearly all actives have a fitted effect of over 55% in size
Target sequence (P10636 561-689 P618L limits assumed): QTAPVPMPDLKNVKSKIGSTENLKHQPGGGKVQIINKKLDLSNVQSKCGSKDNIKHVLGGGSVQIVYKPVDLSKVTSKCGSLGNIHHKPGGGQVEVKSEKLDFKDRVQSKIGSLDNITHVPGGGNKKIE
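Steps: dispense K18 P301L tau (15 uM plus 0.24 uM Alexa 594 tracer, final) in pH 7 sodium acetate; add compound; add heparin (20 uM final); incubate 6 hr, 37 C; add ThT (30 uM final); after 1 hr ambient, read FP.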
TRb SRC2 PPI: disrupts binding of human TR beta to SRC2; 0.065% of 280,000 active; AID 1469; TRbeta-SRC2 peptide binding, fluorescence polarization; receptor liganded with 1 µM T3; P10828; Potency, µM (doses to about 106 µM), for the others: top-dose activity change, negative = inhibition, hits mostly inhibitors;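 also: plate controls were bound peptide for no effect and peptide without receptor for full effect; nearly all actives have a fitted effect of over 50% in size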
Target sequence (P10828 whole entry, looked up): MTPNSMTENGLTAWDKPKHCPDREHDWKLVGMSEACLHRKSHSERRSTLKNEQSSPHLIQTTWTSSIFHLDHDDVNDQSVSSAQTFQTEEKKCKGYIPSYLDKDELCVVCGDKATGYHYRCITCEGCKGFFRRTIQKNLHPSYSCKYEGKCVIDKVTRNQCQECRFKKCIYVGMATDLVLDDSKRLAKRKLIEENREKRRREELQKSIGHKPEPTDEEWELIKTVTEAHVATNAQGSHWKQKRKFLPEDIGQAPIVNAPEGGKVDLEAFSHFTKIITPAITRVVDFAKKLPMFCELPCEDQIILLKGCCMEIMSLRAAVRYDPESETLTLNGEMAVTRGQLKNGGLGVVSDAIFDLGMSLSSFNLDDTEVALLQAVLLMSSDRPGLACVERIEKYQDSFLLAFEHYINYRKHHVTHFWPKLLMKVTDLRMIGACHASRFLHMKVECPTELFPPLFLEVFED
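Compounds were added to 0.6 uM TRb ligand-binding domain and 20 nM Texas Red-labeled SRC2 peptide in Tris buffer containing 1 uM T3, incubated 5 hr at ambient temperature, then read by fluorescence polarization.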
Tau ThT inhib: tau fibrillization inhibition (ThT binding); AID 1460; 2.1% of 270,000 active; Potency, µM (top dose mostly 57.4 µM), for the others: top-dose activity, negative = inhibition, actives largely listed as inhibitors; recombinant tau K18 P301L, heparin-induced fibrillization, ThT fluorescence; P10636; also: % is scaled to controls: 0 for no effect and ±100 for the full control effect; nearly all actives have a fitted effect of over 55% in size
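Using a mix of unlabeled (15 uM) and Alexa 594-labeled (0.24 uM) tau K18 P301L, heparin-triggered fibrillization over 6 hr at 37 C was scored by ThT fluorescence.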
TR SRC2 fluor cs: Texas Red fluorescence interference in TRb-SRC2 counter-screen. 0.29% of 280,000 active. TRb/SRC2 Texas Red total fluorescence interference. Potency, µM (titrated, usually from 106 µM), for inactives: top-dose fluorescence change, negative = quenching; active = well fitted curve in either direction with a large enough effect; inconclusive = small, poorly fitted or top-dose-only effect; also: % is scaled to controls: 0 for no effect and ±100 for the full control effect
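Human TRb ligand-binding domain at 0.6 uM with 20 nM Texas Red SRC2 peptide in Tris buffer containing 1 uM T3 and 5% DMSO, incubated with compound 5 h at ambient temperature. Total fluorescence (555/632 nm) calculated as parallel + 2 × perpendicular.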
RECQ1 inh: blocks DNA unwinding by human RECQ1. RECQ1 DNA unwinding, red fluorescence kinetic read. Potency, µM (series often up to 57.3 µM), without a hit: at the highest dose activity, negative = inhibition, actives largely listed as inhibitors. 0.54% of 240,000 active. AID 2549;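 also: plate controls were vehicle for no effect and no enzyme for full effect; nearly all actives have a fitted effect of over 30% in size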
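RECQ1T1 50 nM; forked duplex (20 bp + 30-nt ss tails) 200 nM, ATP 2 mM final; pH 8.0, 2 mM MgCl2, 2.5 ug/ml poly(dI-dC); 15 min compound preincubation; discontinuous kinetic read over 2 h at RT.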
L3MBTL1 inh: L3MBTL1 (human) inhibition; AlphaScreen L3MBTL1–H3K9me1 peptide binding; Potency, µM (top dose mostly 57.1 µM), inactives show top-dose activity, negative = inhibition, hits mostly inhibitors; 0.66% of 230,000 active; also: % is scaled to controls: 0 for no effect and ±100 for the full control effect; nearly all actives have a fitted effect of over 60% in size
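AlphaScreen assay: L3MBTL1 (50 nM final) was preincubated 30 min at room temperature with biotinylated H3(1-15)K9me1 peptide (75 nM final), then 30 min with library compounds; streptavidin donor and nickel chelate acceptor beads (10 ug/mL final) added, 30 min dark.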
HTT ATP protect: protects HTT-Q103 PC12 cells, measured by ATP; PC12 HTT-Q103 induced, cytoprotection, ATP luminescence, 40 h; Potency, µM (top dose mostly 56.4 µM), for inactives: cytoprotection (ATP increase), actives largely listed as activators; 0.14% of 230,000 active;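 also: % of control where 0% means no effect; nearly all actives have a fitted effect of over 45% in size; toxic huntingtin expression switched on by the ecdysone agonist tebufenozide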
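Quantitative HTS on tebufenozide-induced (100 nM) PC12 cells expressing HTTQ103 exon 1–GFP; compounds tested as a concentration series; survival measured via cellular ATP.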
Tau fluor counter: counter-screen for tau fibril formation inhibitors | Potency, µM (top dose mostly 57.7 µM), for the others: at the top dose activity change, negative = decrease | 0.93% of 280,000 active | tau K18 P301L (four-repeat tau fragment) Alexa594 fluorescence, heparin fibrillization; also: % is scaled to controls: 0 for no effect and ±100 for the full control effect; nearly all actives have a fitted effect of over 55% in size
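Human K18 P301L tau (15 uM unlabeled plus 0.24 uM Alexa 594-labeled, final) in 100 mM sodium acetate pH 7 was mixed with compound and 20 uM heparin and incubated 6 hr at 37 C.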
* hit, by the source's call; i = inactive; ? = inconclusive; · = not tested or not shown; [ ] = remark or other dose. Unless noted, calls follow the shape of the dose curve; as a rule, active = well fitted curve in the direction sought with a large enough effect; inconclusive = small, poorly fitted or top-dose-only effect, or another doubt; inactive = no such curve, though single readings can be large; an effect the other way counts as inactive or inconclusive. Potency is read from the fitted curve at half-maximal effect.

SMILES	Tau FP inhib	TRb SRC2 PPI	Tau ThT inhib	TR SRC2 fluor cs	RECQ1 inh	L3MBTL1 inh	HTT ATP protect	Tau fluor counter
CCCc1nnc(SCCSc2nnc(CCC)n2N)n1N	0%	8%	8%	1%	11%	15%	7%[0.074 µM]	6%
Cc1ccsc1C(=O)OCC(=O)NCCCc1ccccc1	7%	-1%	-10%	-3%	-1%	15%	0%[10 µM]	-5%
Cc1nc2ccc(S(=O)(=O)NCC(=O)O)cc2s1	9%	2%	-3%	3%	-9%	0%	-8%[10 µM]	13%
CCOC(=O)c1scc(-c2ccc(C)cc2)c1S(=O)(=O)Nc1cc(OC)ccc1OC	1%	-10%	-5%	5%	·	·	·	?
O=C(/C=C/c1cccc([N+](=O)[O-])c1)N1CCN(Cc2ccc3c(c2)OCO3)CC1	3%	2%	-15%	-2%	-5%	-14%	3%[10 µM]	-17%
Cc1cccc(NC(c2cccc(Cl)c2)c2ccc3cccnc3c2O)n1 (stereo unspecified)	6%	7%	?	-2%	·	·	·	?
Cc1nnc2sc(SCC(=O)Nc3ccc(Cl)cc3)nn2c1=O	-6%	10%	?	0%	-5%	·	-13%	-16%
Cc1c(N/N=C(\C#N)C(=O)c2ccc(Cl)cc2)c(=O)n(-c2ccccc2)n1C	-2%	4%	0%	0%	-4%	?	-34%[10 µM]	-6%
O=C(COC(=O)C1CC2C=CC1C2)Nc1ccccc1 (stereo unspecified)	6%	-1%	-4%	1%	1%	0%	-3%[10 µM]	2%
Cc1cc(C)cc(N=Cc2ccc([N+](=O)[O-])s2)c1	-8%	1%	?	0%	0%	8.9µM*	·	-19%
CCOc1ccc(C(=O)Nc2cccc3nsnc23)cc1[N+](=O)[O-]	-4%	3%	-4%	0%	i	·	8%	-6%
CC(OC(=O)CCc1nc2ccccc2[nH]c1=O)c1ccccc1 (stereo unspecified)	?	2%	-1%	-2%	0%	-3%	·	-9%
Cc1ccc(N2CCCCn3c2nc2c3c(=O)n(CC(=O)O)c(=O)n2C)cc1	4%	-9%	-4%	-3%	-14%	0%	24%	1%
CC1Cc2ccccc2N1C(=O)CSc1nnc(CNc2ccccc2)o1 (stereo unspecified)	-5%	6%	-13%	1%	-18%	5%	-10%[10 µM]	-16%
CC(Sc1nnc(C(F)(F)F)n1C)C(=O)Nc1ccc(S(N)(=O)=O)cc1 (stereo unspecified)	-2%	1%	-2%	1%	-2%	0%	9%[10 µM]	-7%
COc1ccc(OCC(=O)N/N=C2\CCc3ccccc32)cc1	2%	4%	?	-1%	-8%	·	-5%	-13%
Cc1nc(-c2ccccc2)sc1CCNC(=O)C(=O)Nc1ccc2c(c1)OCO2	-8%	-2%	?	-1%	·	·	·	-5%
Cc1cccc(C(=O)NC2C(=O)NNC2c2ccc(Cl)cc2)c1 (stereo unspecified)	?	-24%	?	-1%	-4%	·	?	-14%
CCCCC1C2=C(CCCC2=O)OC2=C1C(=O)CCC2	-1%	7%	-4%	2%	-1%	5%	2%[10 µM]	-3%
CCC(=O)NC(=S)Nc1ccc(NC(=O)c2cccc([N+](=O)[O-])c2C)cc1	4%	-9%	-18%	0%	0%	5%	9%[10 µM]	-8%
CCOC(=O)c1cc(-c2ccc(OC)cc2)n(CCC(=O)NCc2ccccc2OC)c1C	19%	0%	-18%	-1%	·	·	·	-22%
O=C(c1noc2c1CCCCC2)N1CCN(c2cccc(C(F)(F)F)c2)CC1	?	0%	-11%	?	·	·	·	-11%
COc1cc(/C=C/c2ccccc2)oc(=O)c1	·	5%	·	-1%	1%	·	-53%[inhibitor]	·
Cn1ncc2c(N3CCN(c4cccc(Cl)c4)CC3)ncnc21	6%	1%	?	-2%	·	·	·	-13%
COC(=O)c1c(NC(=O)CN2C(=O)c3ccccc3C2=O)sc(Cc2ccc3c(c2)OCO3)c1C	?	0%	-12%	0%	?	0%	·	?
CCCn1c(C)cc(C(=O)COC(=O)c2nccnc2N)c1C	5%	7%	-6%	-1%	-1%	·	-127%[inhibitor]	4%
CCC(=O)Nc1ccc(Cl)c(NC(=S)NC(=O)c2cc3ccccc3o2)c1	-5%	-5%	8%	-6%	-11%	30%	-7%[10 µM]	5%
Cc1oc(-c2ccc(Cl)cc2)nc1CN1CCC(C(=O)NCc2ccco2)CC1	8%	-7%	-13%	1%	0%	2%	-16%[0.074 µM]	-14%
COc1ccc(OC)c(S(=O)(=O)Nc2ccccc2C)c1	-1%	-8%	2%	-6%	-8%	·	-4%[0.074 µM]	-2%
CCCCNC(=O)Nc1ccccc1C(=O)Nc1ccc(OC)cc1	-9%	-5%	1%	-2%	i	·	-3%[10 µM]	-15%

Ordered by number of heavy atoms (falling): part of the list above
SMILES	Tau FP inhib	TRb SRC2 PPI	Tau ThT inhib	TR SRC2 fluor cs	RECQ1 inh	L3MBTL1 inh	HTT ATP protect	Tau fluor counter
CCC(=O)Nc1ccc(Cl)c(NC(=S)NC(=O)c2cc3ccccc3o2)c1	-5%	-5%	8%	-6%	-11%	30%	-7%[10 µM]	5%
CCCCNC(=O)Nc1ccccc1C(=O)Nc1ccc(OC)cc1	-9%	-5%	1%	-2%	i	·	-3%[10 µM]	-15%
Cn1ncc2c(N3CCN(c4cccc(Cl)c4)CC3)ncnc21	6%	1%	?	-2%	·	·	·	-13%

Further results:
SMILES	Tau FP inhib	TRb SRC2 PPI	Tau ThT inhib	TR SRC2 fluor cs	RECQ1 inh	L3MBTL1 inh	HTT ATP protect	Tau fluor counter
CN(C(=O)CSc1nnc2ccccn12)c1c(N)n(Cc2ccccc2)c(=O)[nH]c1=O	-9%	7%	-4%	-13%	0%	6%	5%[10 µM]	-2%
CC1CCOC2(O1)C(=O)N(CN1CCN(c3ccccc3F)CC1)c1ccccc12 (stereo unspecified)	4%	1%	5%	-4%	-5%	1%	16%	11%
Cc1cc(N2CCN(Cc3nc(-c4ccc(Cl)cc4)oc3C)CC2)cc(C)n1	5%	-2%	·	-2%	-4%	·	13%[10 µM]	13%
O=C(OCN1C(=O)c2ccccc2C1=O)c1ccccc1	-9%	-7%	-5%	0%	i	-5%[11.4 µM]	1%[0.074 µM]	-4%
COc1ccc(NC(=O)c2ccc3c(c2)OCO3)cc1[N+](=O)[O-]	-6%	9%	-13%	-3%	i	3%	-21%[10 µM]	-9%
CCOCCN1CCN(c2c(CC)c(C)nc3cc(-c4cc(OC)cc(OC)c4)nn23)CC1	-4%	15%	-4%	-1%	-4%	?	-5%[10 µM]	-6%
COc1ccc2nc3ccccc3nc2c1NC(=O)c1ccccc1Cl	-2%	-7%	?	-6%	i	-3%	-9%[10 µM]	-9%
CCCCn1cnc2c(c1=O)c1nc3ccccc3nc1n2Cc1ccc2c(c1)OCO2	-5%	-6%	-17%	-6%	i	0%	-17%[10 µM]	-4%
O=C(CCc1nc(-c2ccccc2)no1)NC1CCCCC1	-2%	-20%	-15%	0%	14%	·	-11%	-14%
C=CCSC1=N/C(=C\c2ccsc2)C(=O)S1	-7%	-2%	?	0%	i	23%	-14%	-19%
Cc1nc2c(c(C)nn2-c2ccccc2)c(C)c1CCC(=O)Nc1ccccc1	-13%	10%	12%	-3%	·	·	·	-3%
CCn1c(Cn2nnc(-c3ccccc3)n2)nnc1SCc1ccc(Cl)c(Cl)c1	-1%	3%	-8%	1%	i	0%	19%[10 µM]	-19%
COc1cc(/C=C2/C(=O)N=C(N)N2C)cc(OC)c1OC	?	-8%	-6%	-2%	-13%	·	-5%	-3%
O=C(O)c1cc(NN=Nc2cccc([N+](=O)[O-])c2)cc([N+](=O)[O-])c1	-2%	-8%	?	-11%	-3%	-7%	-3%[10 µM]	-23%
CCn1ccnc1CN(C)Cc1cn(-c2ccc(C)cc2)nc1-c1cccc(C)c1	-7%	0%	?	-3%	-8%	-30%	10%[10 µM]	-12%
O=C(NCc1ccco1)c1cc2ccccc2o1	-8%	-7%	-7%	0%	-5%	-6%	-13%	-6%
COc1ccccc1N(CC(O)COc1ccccc1C)S(=O)(=O)c1ccccc1 (stereo unspecified)	9%	9%	-12%	-2%	i	-5%	?	-15%
COc1ccc2c(c1)C(=O)[C@@H](OC(=O)NC1CCCC1)[C@H](c1ccc(OC)c(Br)c1)O2	-1%	4%	-12%	-3%	-9%	·	-20%	-13%
O=C(NCCCN1CCN(c2ccccc2F)CC1)c1cc2c(s1)-c1ccccc1OC2	?	1%	?	-23%	·	·	·	?
Cc1nnc(SC(C(=O)Nc2ccc(Cl)c([N+](=O)[O-])c2)c2ccccc2)[nH]c1=O (stereo unspecified)	6%	4%	-8%	0%	12%	6%	-18%	-4%

Only Tau FP inhib, HTT ATP protect and RECQ1 inh, for two of the compounds above:
smiles | Tau FP inhib | HTT ATP protect | RECQ1 inh
COc1ccccc1N(CC(O)COc1ccccc1C)S(=O)(=O)c1ccccc1 (stereo unspecified) | 9% | ? | i
COc1ccc2c(c1)C(=O)[C@@H](OC(=O)NC1CCCC1)[C@H](c1ccc(OC)c(Br)c1)O2 | -1% | -20% | -9%

Additional results follow.
SMILES	Tau FP inhib	TRb SRC2 PPI	Tau ThT inhib	TR SRC2 fluor cs	RECQ1 inh	L3MBTL1 inh	HTT ATP protect	Tau fluor counter
N#C/C(=C(/O)c1ccccc1F)c1nc2cc(C(F)(F)F)ccc2s1	9%	0%	-16%	-1%	-3%	-2%	14%[10 µM]	-12%
CCc1ccc(-n2c(C)nc3cc(C(=O)NCc4cccnc4)ccc32)cc1	6%	1%	-4%	9%	-6%	-2%	6%[10 µM]	-5%
CCCC/C=C/C(NC(=O)c1cccs1)c1ccccc1 (stereo unspecified)	-9%	0%	-4%	-4%	-4%	·	26%	-11%
COc1ccc(NC(=O)CSc2ncc3c(n2)-c2ccccc2N(C)S3(=O)=O)cc1Cl	?	-2%	4%	0%	·	·	·	?
Cc1[nH]c(=O)[nH]c(=O)c1/C=N/NC(=O)[C@H](CC(C)C)NC(=O)OC(C)(C)C	3%	-17%	-1%	0%	-15%	0%	-7%[10 µM]	3%
CCN(CC)c1ccc(NC(=S)NC(=O)c2ccco2)cc1	?	-12%	?	-1%	-5%	?	9%[10 µM]	-26%
CCOC(=O)c1sc(NC(=O)CSc2ncn[nH]2)c(C#N)c1C	-2%	-2%	-10%	-3%	i	·	5%	-5%

Only part of the results is shown; rates above refer to the full screens.
